Screens (PubChem BioAssay)
HCV inhibitor – qHTS Assay for Inhibitors of Hepatitis C Virus (HCV); Huh7.5.1 HCVcc-Cre infection, luciferase reporter, 44 h; Potency, µM (series often up to 41.8 µM), for the others: top-dose activity change, negative = inhibition, most hits filed as inhibitors; hit rate 3.4% among 340,000; AID 651820, 2012; further: potency means the concentration at half of the fitted maximal effect
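Luciferase read-out (15 sec integration) after a 15 min room-temperature substrate step quantifies HCVcc-Cre infection. Cells, 1,000 per well, had compound added 4 h post-plating, then virus at ~0.5 moi, and were cultured 44 h.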
LmPK inhibitor – qHTS Assay for Inhibitors of Leishmania Mexicana Pyruvate Kinase (LmPK). hit rate 0.37% among 290,000. Potency, µM (top dose mostly 57.5 µM), for inactives: top-dose activity change, negative = inhibition, actives largely listed as inhibitors. purified LmPK, Kinase-Glo ATP luminescence, 1 h; further: potency means the concentration at half of the fitted maximal effect
Target sequence (Q27686 whole entry, looked up): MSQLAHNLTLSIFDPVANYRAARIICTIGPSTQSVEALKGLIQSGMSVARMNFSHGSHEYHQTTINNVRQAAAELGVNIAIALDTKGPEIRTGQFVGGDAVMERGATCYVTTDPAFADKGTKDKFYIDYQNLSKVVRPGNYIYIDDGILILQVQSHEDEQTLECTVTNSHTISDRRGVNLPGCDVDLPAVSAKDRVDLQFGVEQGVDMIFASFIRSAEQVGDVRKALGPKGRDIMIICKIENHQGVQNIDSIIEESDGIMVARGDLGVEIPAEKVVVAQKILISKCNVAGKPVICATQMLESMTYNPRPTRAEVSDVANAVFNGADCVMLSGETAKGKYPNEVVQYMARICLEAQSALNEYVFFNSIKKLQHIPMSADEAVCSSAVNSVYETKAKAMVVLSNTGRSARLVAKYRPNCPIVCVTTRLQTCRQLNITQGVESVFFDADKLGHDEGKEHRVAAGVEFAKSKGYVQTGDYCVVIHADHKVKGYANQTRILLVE
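Kinase-Glo luminescence read after 1 h RT reaction of 0.1 nM LmPK with 0.5 mM PEP and 0.1 mM ADP. Activity scaled between uninhibited and enzyme-free controls.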
Tb PYK inh – qHTS of Trypanosoma Brucei Inhibitors; Potency, µM (highest dose often 76.8 µM), for the others: at the top dose activity, negative = inhibition, usual class: inhibitors; pyruvate kinase (Trypanosoma brucei), Q57TT1; hit rate 0.12% among 410,000; AID 624173, 2012; TbPYK enzyme, Kinase-Glo Plus ATP luminescence, 45 min; further: potency means the concentration at half of the fitted maximal effect; nearly all actives have a fitted effect of over 50% in size
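Readout: single end-point luminescence (Kinase-Glo Plus, 10 min). Reaction conditions were TbPYK/substrate plus 130 uM ADP, 45 min at RT, pH 7.2 TEA buffer. No-enzyme wells served as controls, and data were normalized before concentration-response fitting.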
AmpC inh detg – qHTS Inhibitors of AmpC Beta-Lactamase (assay with detergent); Potency, µM (highest dose often 114 µM), for the others: at the highest dose activity change, negative = inhibition, hits mostly inhibitors; P00811; hit rate 0.041% among 370,000; AmpC hydrolysis of nitrocefin, absorbance 480 nm, 0.01% Triton;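 further: potency means the concentration at half of the fitted maximal effect; 0% = no-compound wells and -100% = no-enzyme wells; nearly all actives have a fitted effect of over 25% in size; some results filed as inactive show a strong effect at the top dose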
Target sequence (P00811 whole entry, looked up): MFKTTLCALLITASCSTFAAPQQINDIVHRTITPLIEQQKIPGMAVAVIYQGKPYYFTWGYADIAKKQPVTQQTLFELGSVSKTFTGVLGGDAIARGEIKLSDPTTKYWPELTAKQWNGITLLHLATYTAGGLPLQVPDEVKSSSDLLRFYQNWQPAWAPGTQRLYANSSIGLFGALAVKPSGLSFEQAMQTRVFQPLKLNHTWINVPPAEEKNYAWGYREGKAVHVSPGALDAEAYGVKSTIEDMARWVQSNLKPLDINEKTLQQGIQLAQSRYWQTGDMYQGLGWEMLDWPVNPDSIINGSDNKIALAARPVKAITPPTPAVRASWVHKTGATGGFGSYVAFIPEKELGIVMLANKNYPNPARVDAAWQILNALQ
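AmpC (5.3 nM in the dispensed reagent) in 20 mM phosphate pH 7.0 with 0.01% (detergent screen) or 0.0001% Triton X-100 was preincubated with compounds for 15 min at room temperature. Nitrocefin was then added from an 800 uM solution, and hydrolysis was followed at 480 nm.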
HCMV antiviral – qHTS Assay for inhibitors of the human cytomegalovirus (HCMV). activity change, negative = inhibition, % at 57.5 µM. hit rate 4.5% among 410,000. HFF cells, HCMV-luciferase reporter, 72 h; active compounds read low; in the data active means activity change below about -60%; inconclusive means no clear call, values can overlap the other calls; inactive means above about -39%
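Two compound doses tested in HFFs infected with HCMV-luciferase, MOI 1 PFU/cell, 72 h at 37C. Lysate luminescence read with OneGlo; data normalized against buffer-only and 10uM Salinomycin inhibitor controls.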
AmpC no deterg – qHTS Inhibitors of AmpC Beta-Lactamase (assay without detergent). P00811. AID 485341, 2010. hit rate 0.52% among 330,000. Potency, µM (series often up to 57.1 µM), inactives show top-dose activity change, negative = inhibition, hits mostly inhibitors. AmpC nitrocefin hydrolysis, absorbance 480 nm, 0.0001% Triton;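 further: potency means the concentration at half of the fitted maximal effect; plate controls were no compound for no effect and no enzyme for full effect; nearly all actives have a fitted effect of over 20% in size; some results filed as inactive show a strong effect at the top dose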
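20 mM phosphate pH 7.0 + 0.01% (detergent screen) or 0.0001% Triton X-100; 5.3 nM AmpC reagent; cpd preinc 15 min RT; nitrocefin (800 uM stock) to start; A480 q20 s × 4 min; Activity was normalised to no-enzyme and no-compound control wells.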
AMA1-RON2 inh – qHTS for Inhibitors of AMA1-RON; Towards Development of Antimalarial Drug Lead: Primary Screen; Plasmodium falciparum AMA1 (3D7) - RON2 peptide interaction; AlphaScreen AMA1-biotinylated RON2 peptide binding; Potency, µM (series often up to 58.2 µM), inactives show top-dose activity change, negative = inhibition, most hits filed as inhibitors; hit rate 0.2% among 360,000; AID 720542, 2013;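 further: potency means the concentration at half of the fitted maximal effect; 0% = vehicle wells and -100% = peptide control; nearly all actives have a fitted effect of over 45% in size; some results filed as inactive show a strong effect at the top dose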
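AMA1 (3D7) with his tag at 25 nM final met compounds first, then biotinylated RON2 peptide at 25 nM; detection used donor plus acceptor beads, 10 µg/mL apiece, read by AlphaScreen after 30 min at room temperature.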
The depositor's hits bear a star; ? = inconclusive; . = no result given; ! = a repeat was not active; [ ] = remark or other dose. Unless noted, the call rests on the fitted dose curve; in most records, active means well fitted curve in the direction sought with a large enough effect; inconclusive means small, poorly fitted or top-dose-only effect, or another doubt; inactive means no such curve, though single readings can be large; an effect the other way counts as inactive or inconclusive. Unless noted, on the % scale 0 is the no-effect control and ±100 the full control effect.

SMILES	HCV inhibitor	LmPK inhibitor	Tb PYK inh	AmpC inh detg	HCMV antiviral	AmpC no deterg	AMA1-RON2 inh
CCOC(=O)C1CCCN(c2c(NCc3ccco3)c(=O)c2=O)C1 (stereo not drawn)	16%	-2%	-11%	?	-34	-2%	0%
Cc1ccccc1-c1nc(CS(=O)(=O)CC(=O)N(C)C2CCCCC2)c(C)o1	11µM*!	-1%	-9%	?	-21	77%[activator]	-6%
N#C/C(=C\c1cccc(Cl)c1)c1n[nH]c(Cn2cncn2)n1	23%	-1%	-7%	-1%	-7	.	35%[activator]
Cn1nccc1C(=O)N1CCCC(N2CCN(Cc3ccc4c(c3)OCO4)CC2)C1 (stereo not drawn)	43%[activator]	0%	-9%	0%	-9	6%	-18%
CCN1CCN(C(=O)C2CCCN(S(=O)(=O)c3ccc(OC)c(OC)c3)C2)CC1 (stereo not drawn)	-12%	-8%	0%	12%	1	-4%	0%
CCN1CCN(CC(O)COCc2cc(OC)c(OC)c(OC)c2)CC1 (stereo not drawn)	10%	-2%	1%	1%	7	-17%	-1%
O=C(Nc1cnc2ccccn2c1=O)c1ccc(F)cc1	15%	-8%	-4%	2%	56	?	-10%
O=C(N1CCN(CCO)CC1)N1c2ccccc2CCc2ccccc21	17%	-2%	4%	-7%	?	8%	-4%
CC(C)c1cc(C(=O)NCc2ccco2)no1	16%	3%	-10%	1%	51	?	-2%
CCC(=O)NCCc1nc2cc(NC(=O)c3ccc(OC)cc3)ccc2n1C	-11%	-2%	0%	-9%	47	-4%	2%
COc1ccc(C2NC(=O)NC(C)=C2C(C)=O)cc1 (stereo not drawn)	10%	2%	0%	-4%	-39	-13%	-5%
CC(=O)c1ccc(N2CCN(S(=O)(=O)c3c(C)[nH]c(=O)[nH]c3=O)CC2)cc1	-7%	-1%	-2%	-8%	0	-15%	-2%
Cc1ccc(C)c(S(=O)(=O)N2CCN(C(=O)[C@@H](NC(=O)c3ccc(F)cc3)C(C)C)CC2)c1	?	.	1%	-10%	-24	-18%	-1%
CN(C)c1ccc(C(=O)NNC(=O)C23CC4CC(CC(C4)C2)C3)cc1	11%	.	-11%	.	-12	-26%	-2%
CC[C@@H](CO)C1CC2NC3CC4(c5ccccc5N(C)[C@@H]24)C(O)C31 (stereo partly drawn)	12%	.	-10%	.	31	.	7%
CCCCNC(=O)COC(=O)C1CCN(S(=O)(=O)c2ccc3c(c2)OCCO3)CC1	-4%	.	1%	3%	-24	46%	-3%
Fc1ccc(NC(=S)NN2CCOCC2)cc1Cl	14%	1%	3%	-5%	20	-21%	31%[activator]
Cc1ccccc1C(=O)NCCNC(=O)c1cnccn1	3%	1%	2%	-11%	-2	-21%	14%
NC(=O)Cn1cc(/C=N\NS(=O)(=O)c2ccc(F)cc2)c2ccccc21	7%	-6%	-8%	2%	16	8%	-4%
COc1ccc(-n2ccnc(NCc3cccs3)c2=O)cc1	.	.	-2%	0%	45	.	.
COc1ccccc1NC(=O)Cn1nc(-c2ccncc2)nc1SCC(=O)NC1CCCC1	?	-1%	-1%	5%	-76*	-15%	21%
O=C(c1ccco1)N1CCN(CC2CC3C=CC2C3)CC1 (stereo not drawn)	23%	-4%	24%	?	3	-15%	-28%
CCOC(=O)c1ccc(N2C(=O)CC(C)(CC)CC2=O)cc1	21%	1%	4%	-3%	19	-7%	0%
CCCCNC(=O)C1CC(c2ccc(C(F)(F)F)cc2)=NO1 (stereo not drawn)	12%	3%	1%	-7%	21	-7%	-2%
Cc1c(Br)c(=O)oc2cc(OCC(=O)N3C[C@H]4C[C@@H](C3)c3cccc(=O)n3C4)ccc12	4%	-6%	7%	?	-4	-28%	2%
O=C(O)CCSc1nnc(COc2ccc([N+](=O)[O-])cc2)n1-c1ccccc1	17%	8%	4%	-3%	34	2%	-9%
C=CCC(Nc1ccccc1)c1ccc(OC)c(OC)c1 (stereo not drawn)	.	-1%	.	2%	.	17%	.
C=C1CC(COc2ccc3c(C)c(Cl)c(=O)oc3c2)(c2ccccc2)OC1=O (stereo not drawn)	?	.	-1%	.	-98*	.	-4%
O=C(NCCN1CCOCC1)c1ccc2c(c1)N(Cc1cccc(Cl)c1)C(=O)c1ccccc1S2(=O)=O	.	.	-1%	.	-8	.	-5%
CCCOc1ccc(C(=O)N2CCN(c3ccc(NC(=O)CC)cc3Cl)CC2)cc1	?	2%	-3%	-3%	4	19%	-8%
CCOc1ccc(S(=O)(=O)Nc2ccc(-c3ccc(N4CCCC4)nn3)cc2)cc1	.	.	-8%	22%	25	.	.
COc1ccc(N2CCN(C(=O)CCC(=O)c3cc(C)sc3C)CC2)cc1	?	-1%	-2%	-2%	-15	78%[activator]	?
CNC(=O)c1ccc(CN(C)C(=O)c2cccc(S(=O)(=O)N3CCc4ccccc4C3)c2)cc1	.	.	5%	.	-33	.	-2%
CCOc1ccc(NC(=O)CSc2cn[nH]n2)cc1	19%	.	1%	-19%	-9	112%[activator]	27%
Cc1ccc2c(c1)N(C(=O)N1CCC(C(=O)NCc3cccs3)CC1)CC(C)O2 (stereo not drawn)	.	.	1%	20%	-12	.	.
COc1ccc(-c2cnnn2-c2ccc(NC(=O)c3ccc(S(=O)(=O)N(C)C)cc3)cc2)cc1	.	.	-8%	0%	?	.	.
O=C(O)CCSCc1ccccc1F	-4%	-6%	-3%	2%	-16	-18%	8%
Nc1nc2c(ncn2[C@@H]2O[C@H](CNS(=O)(=O)N3CCc4ccccc4C3)[C@@H](O)[C@H]2O)c(=O)[nH]1	.	.	0%	.	2	.	5%
COC(=O)c1c(NC(=O)COC(=O)[C@@H](NS(=O)(=O)c2ccc(C)cc2)C(C)C)sc2c1CCC2	?	-1%	-2%	?	47	-25%	-2%
Cc1ccn2c(=O)c(C(=O)Nc3ccc(F)c(C(F)(F)F)c3)cnc2c1	.	.	-5%	-4%	26	.	.
COC(=O)c1ccc(OCC(=O)c2cccc(OC)c2)cc1	-11%	3%	0%	8%	58	-19%	21%
NC(=O)c1ccsc1NC(=O)c1ccc(S(=O)(=O)N2CCCc3ccccc32)cc1	11µM*	-3%	-4%	?	-71*	-40%	-10%
Cc1nc2sccc2c(=O)n1N	10%	6%	1%	-2%	-13	-17%	-5%
Cc1cc(NS(=O)(=O)c2ccc(NC(=O)COc3c(C)ccc(C)c3C)cc2)nc(C)n1	.	.	-27%	14%	10	.	.
Cc1[nH]c(=O)c(C#N)c(C)c1Cc1ccc(Cl)cc1Cl	6%	-1%	-10%	-4%	-22	-17%	-5%
CN(CC(=O)NC1CCCCC1)S(=O)(=O)c1ccc(Cl)cc1	24%	9%	1%	-1%	-6	9%	6%
CCO[C@H]1OC(C(=O)N2CCN(Cc3ccccc3)CC2)=C[C@@H](C)[C@@H]1CCCO	6%	6%	0%	1%	-12	89%[activator]	-3%
COc1ccc(NC(=S)NCc2ccco2)cc1	0%	-4%	-2%	-10%	41	-7%	-11%
O=C1CCC/C(=N\NC(=O)c2ccc(COc3cccc4cccnc34)cc2)C1	?	-1%	7%	-8%	15	-7%	3%
CC(Sc1nncs1)C(=O)NCC(=O)Nc1ccc(F)c(F)c1F (stereo not drawn)	-1%	-2%	-1%	-3%	-7	-12%	-8%
COc1ccc(OC)c(NP(=O)(Oc2ccccc2)Oc2ccccc2)c1	?	5%	-4%	-9%	57	-6%	-1%
COc1ccc(C(=O)CSc2nnc(CN3CCCCC3)n2-c2ccc(F)cc2)cc1	-28%	-5%	-4%	-3%	-27	204%[activator]	-11%
CNS(=O)(=O)c1cccc(C(=O)NCC2(N3CCOCC3)CCCCC2)c1	15%	4%	1%	4%	-26	-7%	-3%
Cc1cccc(OCC(=O)NC(Cc2ccccc2)C(=O)O)c1 (stereo not drawn)	11%	5%	1%	-8%	-26	-9%	6%
Cc1c(C(=O)N(Cc2nnc(-c3ccccc3Cl)o2)C2CC2)oc2ccccc12	1%	.	1%	6%	-21	-2%	34%[activator]
CCOc1cc(CNC(=O)c2cc(-c3ccc(Cl)s3)nc3ccccc23)ccc1OC	.	.	0%	22%	10	.	.
CC(=O)N1CCC(=O)N(C(C)C)c2ccccc21	10%	0%	1%	-11%	-21	-12%	5%
CCOC(=O)C(CC)Sc1ncnc2nc[nH]c12 (stereo not drawn)	12%	-3%	6%	?	-19	-13%	1%
Cc1ccc(S(=O)(=O)Cn2nnnc2C(c2ccccn2)N2CCN(c3ccccc3)CC2)cc1 (stereo not drawn)	0%	2%	-5%	-16%	16	40%	-1%
CCC(C(=O)NC1CCCC1)N(C(=O)c1snc(C(N)=O)c1N)c1ccc(OC)c(OC)c1 (stereo not drawn)	?	-5%	0%	-1%	-31	31%	8%
COc1c(Cl)cnn(-c2ccc(C)cc2)c1=O	?	-5%	5%	3%	-35	-15%	-11%
CCOc1c2ccc(C(=O)NCc3ccc4c(c3)OCO4)cc2nn1CC	-16%	1%	1%	?	-18	-20%	12%
CC(SCc1ccccc1)C(=O)Nc1ccccc1Br (stereo not drawn)	9%	2%	2%	-11%	-15	-15%	28%

Fetched by compound from above, 6 records:
SMILES	HCV inhibitor	LmPK inhibitor	Tb PYK inh	AmpC inh detg	HCMV antiviral	AmpC no deterg	AMA1-RON2 inh
Cc1ccc(S(=O)(=O)Cn2nnnc2C(c2ccccn2)N2CCN(c3ccccc3)CC2)cc1 (stereo not drawn)	0%	2%	-5%	-16%	16	40%	-1%
NC(=O)c1ccsc1NC(=O)c1ccc(S(=O)(=O)N2CCCc3ccccc32)cc1	11µM*	-3%	-4%	?	-71*	-40%	-10%
COc1ccc(NC(=S)NCc2ccco2)cc1	0%	-4%	-2%	-10%	41	-7%	-11%
CCOC(=O)C(CC)Sc1ncnc2nc[nH]c12 (stereo not drawn)	12%	-3%	6%	?	-19	-13%	1%
CCN1CCN(CC(O)COCc2cc(OC)c(OC)c(OC)c2)CC1 (stereo not drawn)	10%	-2%	1%	1%	7	-17%	-1%
Cc1ccn2c(=O)c(C(=O)Nc3ccc(F)c(C(F)(F)F)c3)cnc2c1	.	.	-5%	-4%	26	.	.
